Screening results deposited in PubChem BioAssay by National Center for Advancing Translational Sciences (NCATS).
HT1080NT lethal – kills 2HG-producing HT-1080-NT fibrosarcoma cells | HT-1080-NT fibrosarcoma viability, CellTiter-Glo ATP luminescence, 48 h | Potency, µM (top dose mostly 46.1 µM), without a hit: at the highest dose activity, negative = less viability, usual class: cytotoxic | actives 1.6% (n = 360,000);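 further: NT is the 2HG producing partner of a matched IDH1 knockdown line; potency means the concentration at half of the fitted maximal effect; 0% = DMSO-treated cells and -100% = media-only wells without cells; nearly all actives have a fitted effect of over 55% in size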
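750 cells/well, RPMI + 5% FBS; 2 h settle, compound pin-transfer, 48 h at 37 degrees C. CellTiter-Glo 10 min RT, luminescence. Normalized to DMSO and media-only wells.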
HT1080 IDH1KD tx – kills HT-1080 cells with IDH1 knockdown. Potency, µM (doses to about 46.1 µM), without a hit: at the highest dose activity, negative = toxicity, usual class: cytotoxic. HT-1080 IDH1 knockdown viability, ATP luminescence, 48 h. actives 2% (n = 360,000);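 further: potency means the concentration at half of the fitted maximal effect; 0% = DMSO wells and -100% = cell-free medium wells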
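HT-1080-IDH1KD cells (IDH1 knocked down), 750/well in RPMI with 5% FBS, treated with compound 48 h at 37 degrees C. Viability by CellTiter-Glo luminescence, normalised to DMSO and no-cell wells; concentration-response curves classed.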
SW480 rerep – inducers of DNA re-replication in SW480 colon cancer cells | Potency, µM (doses to about 46.1 µM), inactives show at the highest dose re-replication activation, actives largely listed as activators | actives 1.8% (n = 340,000) | SW480 DNA re-replication, Hoechst DNA content imaging, 48 h | AID 624297; further: potency means the concentration at half of the fitted maximal effect; % of control where 0% means no effect; nearly all actives have a fitted effect of over 55% in size
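Cells (250 per well) received 23 nL compound or DMSO by pin tool and were kept 48 hr at 37 C, 5% CO2. Nuclei were then stained with Hoechst for 40 min and scanned for DNA content.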
KB-3-1 cytotox – kills parental KB-3-1 adenocarcinoma cells; KB-3-1 viability, CellTiter-Glo ATP luminescence, 72 h; Potency, µM (doses to about 46.1 µM), without a hit: at the top dose activity change, negative = cytotoxic, hits mostly cytotoxic; actives 1.4% (n = 400,000); further: potency means the concentration at half of the fitted maximal effect; on the % scale 0 is the no-effect control and ±100 the full control effect; nearly all actives have a fitted effect of over 60% in size
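Screening of KB-3-1 cells (DMEM, 10% FBS, phenol-red free) ran from lowest to highest compound concentration; after 72 h at 37 °C viability was read luminescently and curves fitted.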
ATXN2 expr inh – inhibitors of ATXN2 expression | HEK-293 ATXN2-luciferase reporter, luminescence, 24 h | AID 1745845 | actives 0.72% (n = 360,000) | Potency, µM (highest dose often 57 µM), inactives show at the top dose activity change, negative = inhibition, hits mostly inhibitors; further: potency means the concentration at half of the fitted maximal effect; on the % scale 0 is the no-effect control and ±100 the full control effect; nearly all actives have a fitted effect of over 55% in size
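qHTS (up to 57 uM final) was run with 24 h compound exposure of reporter cells at 37 °C. Each well was multiplexed: SteadyGlo luminescence measured ATXN2-luciferase expression after a fluorogenic Gly-Phe-AFC viability readout (25 uM final).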
HepG2 tox – HepG2 cytotoxicity, counter-screen for TGF-b inhibitors. AID 588856. actives 0.76% (n = 410,000). Potency, µM (series often up to 46.1 µM), for the others: at the top dose activity change, negative = cytotoxicity, actives largely listed as cytotoxic. HepG2 CAGA-GFP viability, ATP luminescence, 18 h; further: potency means the concentration at half of the fitted maximal effect; some results filed as inactive show a strong effect at the top dose
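CellTiter-Glo luminescence gave cytotoxicity after 18 hours at 37 degrees C. The cells were HepG2 CAGA-GFP in 1% FBS DMEM, stimulated with 500 pg/mL TGF-beta after compound addition. %Activity was normalised to no-cell wells (complete cell-killing) and DMSO (no toxicity), and curves were fitted and classified.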
MCF10A rerep – induces DNA re-replication in MCF 10a normal breast cells; MCF 10A DNA re-replication, Hoechst nuclear intensity, 48 h; Potency, µM (titrated, usually from 46.1 µM), without a hit: at the top dose activity, positive = re-replication, usual class: activators; actives 2.9% (n = 350,000); further: potency means the concentration at half of the fitted maximal effect; % of control where 0% means no effect; nearly all actives have a fitted effect of over 50% in size
IL1B secr inh – inflammasome signaling inhibition, IL-1 beta readout; THP-1 LPS/ATP IL-1B secretion, AlphaLISA, 16 h; stronger effect = lower value; activity change, % at 57.5 µM; actives 4.7% (n = 360,000); AID 743279; in the data active means activity change below about -50%; inconclusive means mostly about -30% to -49%; further: on the % scale 0 is the no-effect control and ±100 the full control effect
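Secreted IL-1B measured by AlphaLISA bead assay after 16 h compound exposure of THP-1 cells; compounds (final up to 57.5 uM) added 1 h before LPS (250 ng/mL) and ATP (1.25 mM) stimulation; lower signal means less secretion.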
S2 tox – viability counter-screen for ATXN expression inhibitors. AID 651635. Potency, µM (titrated, usually from 56.7 µM), usual class: cytotoxic. S2 cells (HEK-293 line with an ATXN2-luciferase reporter) viability, CellTiter-Fluor protease fluorescence, 24 h. actives 0.49% (n = 400,000); further: potency means the concentration at half of the fitted maximal effect; nearly all actives have a fitted effect of over 40% in size
* hit, by the source's call; & = joins results of further samples; [ ] = remark or other dose. Unless noted, the call rests on the fitted dose curve; in most records, active means well fitted curve in the direction sought with a large enough effect; inconclusive means small, poorly fitted or top-dose-only effect, or another doubt; inactive means no such curve, though single readings can be large; an effect the other way counts as inactive or inconclusive.

O=C1OCC/C1=C\c1ccccc1O was read as HT1080NT lethal inconclusive, HT1080 IDH1KD tx 27%, SW480 rerep -1%, KB-3-1 cytotox -4%, ATXN2 expr inh 9%, HepG2 tox 7%, MCF10A rerep 1%, IL1B secr inh -29 and S2 tox inactive.
Screening CCOC(=O)c1cccc(NC(=O)c2ccc3c(Cl)c4c(nc3c2)CCC4)c1 returned KB-3-1 cytotox -14%, ATXN2 expr inh 35%[activator], HepG2 tox 0% and S2 tox inactive.
For C=CCc1c(C)[nH]c(=O)[nH]c1=O the results were HT1080NT lethal 2%, HT1080 IDH1KD tx -5%, SW480 rerep -3%, KB-3-1 cytotox 10%, ATXN2 expr inh 2%, HepG2 tox -1%, MCF10A rerep 0%, IL1B secr inh 34 and S2 tox inactive.
Screening CCN1/C(=C2\C(=O)N(C)C(=S)N2C)C=Cc2ccccc21 returned HT1080NT lethal -20%, HT1080 IDH1KD tx -25%, SW480 rerep -7%, KB-3-1 cytotox inconclusive, ATXN2 expr inh -4%[11.3 µM], HepG2 tox -1%, MCF10A rerep -2%, IL1B secr inh -15 and S2 tox inconclusive.
CC(=O)Nc1ccc(NC(=O)CSc2nc3c(=O)n(C)c(=O)n(C)c3n2C)cc1 was read as HT1080NT lethal -1%, HT1080 IDH1KD tx -1%, SW480 rerep -1%, KB-3-1 cytotox -2%, ATXN2 expr inh -3%, HepG2 tox -37%, MCF10A rerep 6%, IL1B secr inh -2 and S2 tox inactive.
`Cc1cc(=O)oc2cc(OCC(=O)Nc3c(Cl)cccc3C(F)(F)F)ccc12` gave HT1080NT lethal -23%, HT1080 IDH1KD tx -23%, SW480 rerep 0%, KB-3-1 cytotox -9%, ATXN2 expr inh 109%[activator], HepG2 tox -38%, MCF10A rerep inconclusive, IL1B secr inh -11 and S2 tox inactive.
`Cc1c(NC(=O)c2cc(-c3ccccc3O)on2)c(=O)n(-c2ccccc2)n1C` gave HT1080NT lethal 5%, HT1080 IDH1KD tx -1%, SW480 rerep -14%, KB-3-1 cytotox 11%&-1%, ATXN2 expr inh 3%, HepG2 tox 28%&6%, MCF10A rerep 19%, IL1B secr inh 13 and S2 tox inactive.
Screening O=C(CCCn1c2ccccc2c(=O)c2ccccc21)Nc1ccc(F)cc1Cl returned KB-3-1 cytotox -24%, ATXN2 expr inh -21%, HepG2 tox -2% and S2 tox inactive.
`Cc1cc(C)cc(NC(=O)N2C3CCCC2CC(NC(=O)C2CC2)C3)c1` (stereo unspecified) gave HT1080NT lethal 3%, HT1080 IDH1KD tx 4%, SW480 rerep -4%, KB-3-1 cytotox 2%, ATXN2 expr inh 10%, HepG2 tox -5%, MCF10A rerep 8%, IL1B secr inh 16 and S2 tox inactive.
Screening COc1ccccc1CCc1nnc(CCC(=O)NCCC2CCCCO2)o1 (stereo unspecified) returned HT1080NT lethal 6%, HT1080 IDH1KD tx 5%, KB-3-1 cytotox 8%, HepG2 tox 3%, IL1B secr inh 0 and S2 tox inactive.
O=C(CCc1n[nH]c(=O)[nH]c1=O)N1CCOCC1 was read as HT1080NT lethal -2%, HT1080 IDH1KD tx 0%, SW480 rerep -2%, KB-3-1 cytotox 2%, ATXN2 expr inh -2%, HepG2 tox -1%, MCF10A rerep -3%, IL1B secr inh -8 and S2 tox inactive.
`CC1CN(C(=S)NC2CCCC2)CC(C)O1` (stereo unspecified) gave HT1080NT lethal 8%, HT1080 IDH1KD tx 8%, SW480 rerep -2%, KB-3-1 cytotox -12%, ATXN2 expr inh 11%, HepG2 tox -3%, MCF10A rerep 6%, IL1B secr inh -5 and S2 tox inactive.
Screening O=C(NN=Cc1ccccc1Cl)c1ccc([N+](=O)[O-])cc1 returned HT1080NT lethal inconclusive, HT1080 IDH1KD tx 17%, SW480 rerep -11%, KB-3-1 cytotox inconclusive, ATXN2 expr inh 5%, HepG2 tox 1%, MCF10A rerep -5%, IL1B secr inh -7 and S2 tox inactive.
For Cc1ccccc1CSCC(=O)NCc1ccco1 the results were HT1080NT lethal 0%, HT1080 IDH1KD tx 1%, SW480 rerep 17%, KB-3-1 cytotox -2%, ATXN2 expr inh 24%, HepG2 tox 2%, MCF10A rerep 17%, IL1B secr inh -23 and S2 tox inactive.
CC1CCC(C(C)C)C(NC(=O)c2ccncc2)C1 (stereo unspecified) was read as HT1080NT lethal inconclusive, HT1080 IDH1KD tx 9%, KB-3-1 cytotox 0%, ATXN2 expr inh 2%, HepG2 tox 2%, IL1B secr inh 22 and S2 tox inactive.
`COc1ccc(/[N+]([O-])=C/c2ccoc2)cc1` gave HT1080NT lethal 5%, HT1080 IDH1KD tx 4%, SW480 rerep -5%, KB-3-1 cytotox 10%, ATXN2 expr inh 91%[activator], HepG2 tox 2%, MCF10A rerep -13%, IL1B secr inh inconclusive and S2 tox inactive.
`Cc1cc(NC(=O)CN2C(=O)S/C(=C\c3ccccc3)C2=O)no1` gave HT1080NT lethal -1%, HT1080 IDH1KD tx -2%, SW480 rerep 4%, KB-3-1 cytotox 11%, ATXN2 expr inh -5%, HepG2 tox -53%, MCF10A rerep 6%, IL1B secr inh -5 and S2 tox inactive.
`CC(/C=N/n1c(-c2ccccn2)n[nH]c1=S)=C\c1ccccc1` gave HT1080NT lethal 5%, HT1080 IDH1KD tx -5%, SW480 rerep -3%, KB-3-1 cytotox inconclusive, ATXN2 expr inh -11%, HepG2 tox -40%, MCF10A rerep 8%, IL1B secr inh 6 and S2 tox inactive.
`O=C(CCN1C(=O)/C(=C/c2ccc(Cl)cc2)SC1=S)Nc1cccc(C(=O)O)c1` gave HT1080NT lethal -13%, HT1080 IDH1KD tx 0%, SW480 rerep -6%, KB-3-1 cytotox 2%, ATXN2 expr inh 6%, HepG2 tox -28%, MCF10A rerep 13%, IL1B secr inh 11 and S2 tox inactive.
`COc1ccc2c(-c3cc4ccc(OCc5ccc(F)cc5)cc4oc3=O)cc(=O)oc2c1` gave HT1080NT lethal 18%, HT1080 IDH1KD tx 5%, SW480 rerep -7%, KB-3-1 cytotox 7.3µM*, ATXN2 expr inh -22%, HepG2 tox 6%, MCF10A rerep 1.8µM*, IL1B secr inh -9 and S2 tox inconclusive.
Screening Cc1ccc(-n2ncc3c2CCCC3NC(=O)c2cnccn2)cc1C (stereo unspecified) returned HT1080NT lethal -22%, HT1080 IDH1KD tx -13%, SW480 rerep -1%, KB-3-1 cytotox -20%, ATXN2 expr inh -20%, HepG2 tox 12%, MCF10A rerep -1%, IL1B secr inh -2 and S2 tox inactive.
`CCC(c1nnc(SCC(=O)Nc2ccc(C(C)=O)cc2)n1C1CCCCC1)N(C)C` (stereo unspecified) gave HT1080NT lethal 0%, HT1080 IDH1KD tx 22%, SW480 rerep -1%, KB-3-1 cytotox -4%, ATXN2 expr inh -1%, HepG2 tox -7%, MCF10A rerep 14%, IL1B secr inh 24 and S2 tox inactive.
`CCN(CC(=O)NCc1cccs1)C(=O)c1cccc(S(=O)(=O)N2CCc3ccccc32)c1` gave HT1080NT lethal -12%, HT1080 IDH1KD tx 0%, SW480 rerep 0%, KB-3-1 cytotox 1%, ATXN2 expr inh -34%[11.3 µM], HepG2 tox -16%, MCF10A rerep -26%, IL1B secr inh 2 and S2 tox inactive.
Screening COC(=O)C/C(O)=C(/N=Nc1cccc(C(F)(F)F)c1)C(=O)OC returned HT1080NT lethal 1%, HT1080 IDH1KD tx 1%, SW480 rerep inconclusive, KB-3-1 cytotox -10%, ATXN2 expr inh 3%, HepG2 tox -9%, MCF10A rerep 5.8µM*, IL1B secr inh -9 and S2 tox inactive.
`COc1ccc(-c2ccc(C(=O)O)o2)c([N+](=O)[O-])c1` gave HT1080NT lethal 14%, HT1080 IDH1KD tx 19%, SW480 rerep -5%, KB-3-1 cytotox -4%, ATXN2 expr inh 11%, HepG2 tox -2%, MCF10A rerep 0%, IL1B secr inh 20 and S2 tox inactive.
`CC(=O)Nc1sc2c(c1C#N)CC(C)(C)NC2(C)C` gave HT1080NT lethal 6%, HT1080 IDH1KD tx 2%, SW480 rerep -2%, KB-3-1 cytotox -6%, ATXN2 expr inh 2%, HepG2 tox 10%, MCF10A rerep -185%[0.0737 µM], IL1B secr inh 27 and S2 tox inactive.
For COc1cccc(C(=O)C2CCCN(C(=O)c3cccc(C#CC(C)(C)O)c3)C2)c1 (stereo unspecified) the results were HT1080NT lethal -6%, HT1080 IDH1KD tx -21%, SW480 rerep 0%, KB-3-1 cytotox -6%, ATXN2 expr inh -8%, HepG2 tox -3%, MCF10A rerep -1%, IL1B secr inh -15 and S2 tox inactive.
Screening Cc1ccc2nsnc2c1NC(=O)c1ccc(-c2cc(Cl)ccc2Cl)o1 returned HT1080NT lethal 16µM*, HT1080 IDH1KD tx -27%, SW480 rerep 13µM*, KB-3-1 cytotox inconclusive, ATXN2 expr inh inconclusive, HepG2 tox -56%, MCF10A rerep 18%, IL1B secr inh -2 and S2 tox inconclusive.
Screening O=C(CN1C(=O)NC2(CCCC2)C1=O)Nc1ccc(C(F)(F)F)cc1 returned HT1080NT lethal -4%, HT1080 IDH1KD tx -7%, SW480 rerep 16%, KB-3-1 cytotox -2%, ATXN2 expr inh -6%, HepG2 tox -21%, MCF10A rerep -2%, IL1B secr inh 6 and S2 tox inactive.
For Cc1ccc(CN2CCCn3nc(C(=O)NCCc4cccc(C)c4)cc3C2=O)cc1 the results were KB-3-1 cytotox inconclusive, ATXN2 expr inh 12%, HepG2 tox -3% and S2 tox inactive.
O=C(Cn1nnc2ccccc21)NCc1ccccc1 was read as HT1080NT lethal 0%, HT1080 IDH1KD tx -1%, SW480 rerep -2%, KB-3-1 cytotox -4%, ATXN2 expr inh 5%, HepG2 tox 3%, MCF10A rerep -7%, IL1B secr inh 8 and S2 tox inactive.
